# Screens deposited in PubChem by Broad Institute.
# C2C12 statin: suppressors of statin myotoxicity in C2C12 myotubes, primary screen, cell-based, single point, plate reader | C2C12 myotubes + simvastatin, ATP luminescence, 48 h; scaled: DMSO 0, geranylgeraniol control 100 | rescue of ATP level, % at 7.49 µM | actives 0.78% (n = 330,000) | AID 602340, 2012;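 active = mean ATP rescue above about 67%, or every replicate alone reaching that limit, limit read from the data, passing the limit was not always enough; inconclusive = no clear call, values can overlap the other calls; inactive = mean under the limit and some replicate under it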;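 also: myotubes were challenged with 10 µM simvastatin during compound exposure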
# PGC1a acetyl inh: inhibitors of PGC1a acetylation signal, primary screen, cell-based, U2OS, AlphaScreen, inhibitor mode | AlphaScreen anti-acetyl-lysine; with virally co-expressed GCN5 acetyltransferase | inhibition, % at 15.6 µM | actives 0.17% (n = 350,000) | AID 651687, 2012;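 active = every replicate shows inhibition of at least 40%; inconclusive = mean inhibition at least 40% but some replicate below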;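 also: 0% = neutral control wells and 100% = positive control wells; some results beyond the cut were filed as inactive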
# FN deposit inh: inhibitors of fibronectin matrix deposition, primary screen, AH1F cells, Alexa488-fibronectin fluorescence, plate reader; actives 0.086% (n = 350,000); AH1F fibroblasts, overnight; inhibition, % at 12.6 µM;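 active = mean inhibition across replicates of 30% or more, regardless of how many single replicates reach that level; inconclusive = mean under 30% yet at least half of replicates reach 30%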;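 also: positive control wells lacked labelled fibronectin entirely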
#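 Assay system: AH1F fibroblasts assembling fluorescent fibronectin matrix; Amount: 10000 AH1F cells per well; Buffer or medium: DMEM, 2% serum; Probe or stimulus: Alexa488-fibronectin, 24 nM final in well; Doses: single compound dose, delivered by pin transfer; Incubation: 1 h adhesion, overnight exposure; Measured by: fluorescence 485/525 nm; Read-out: fibronectin deposition inhibition.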
# GSIS activator: GLuc luminescence reporter in INS-1E cells, primary screen for activators of glucose-dependent secretion of insulin; activation, % at 16.6 µM; actives 0.61% (n = 370,000); INS-1E GLuc reporter insulin secretion, 2-3 h;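 active = lowest replicate activation of at least 40%, so every replicate reaches that level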;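 also: 0% = median of neutral control wells and 100% = median of IBMX positive control wells; some compounds called inactive have numbers as strong as hits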
# miR122 inh: miR-122 Renilla sensor signal increase in Huh7, primary screen, miR-122 inhibitor project, cell-based, single point, plate reader; Huh7 miR-122 Renilla luciferase sensor, 48 h; neutral wells = 0, positive control = 100; actives 0.3% (n = 340,000); activation (reporter increase), % at 12.5 µM; AID 602342, 2012;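 active = mean replicate activation score at least 90 and every replicate individually at or above 90; inconclusive = only one of the two criteria met; inactive = neither criterion met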;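 also: higher luciferase means less miR-122 activity so hits act as miR-122 inhibitors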
# PglD DTNB: C. jejuni PglD acetyltransferase inhibitors, primary screen, biochemical, DTNB colorimetric, single point. purified PglD enzyme, DTNB colorimetric CoA detection. actives 0.098% (n = 360,000). inhibition, % at 12.5 µM. AID 602405, 2012. UDP-N-acetylbacillosamine N-acetyltransferase PglD (Campylobacter jejuni); in the data active = inhibition above about 16%, passing the limit was not always enough; inconclusive = no clear call, values can overlap the other calls; also: strong numbers were not always called active
# CFTR F508del cor: F508del CFTR correction, initial screen, CFBE line, single point. activity (quench increase), % at 7.58 µM. CFBE cells, YFP halide quenching; stimulated with forskolin plus potentiator P3; % fluorescence drop versus neutral controls. AID 720511, 2013. actives 0.36% (n = 350,000);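 active = mean added fluorescence quench of at least 8% versus neutral control, with both replicates also reaching 8%; inconclusive = only one of the mean or replicate conditions met; inactive = mean below 8% and not both replicates reaching 8%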;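 also: cells transiently co-express mutant CFTR-F508del with the halide-sensitive YFP; corrector assay measuring rescue of mutant channel to the surface after 24 h compound exposure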
# Cneo AK release: Cryptococcus neoformans cell lysis inducers, primary screen, AK release luminescence, single concentration; C. neoformans lysis, adenylate kinase release luminescence, 4 h; normalised: neutral wells 0, clomiphene wells 100; actives 0.2% (n = 360,000); lysis activity, % at 15 µM;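 active = mean lysis activity across replicates of at least 80%, whatever share of replicates individually reach that level; inactive = mean lysis activity below 80%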
#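 Assay system: log-phase C. neoformans yeast / Quantity: yeast cell density of 5 × 10^6 cells/mL / Medium: fresh YPD growth medium / Compound: single dose / Timing: static 4 h at 37 °C with compound, 1 h detection / Measured by: adenylate kinase release luminescence / Read-out: lysis from increased AK signal / Benchmarks: Clomiphene as positive lysis control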
# * marks the source's active call; other numbers are inactive results; ? = inconclusive; · = not tested or not shown; & = joins results of further samples; [ ] = another dose, or the depositor's remark.
SMILES,C2C12 statin,PGC1a acetyl inh,FN deposit inh,GSIS activator,miR122 inh,PglD DTNB,CFTR F508del cor,Cneo AK release
CC(=O)Nc1ccc(-c2nc3ccc(NC(C)=O)cc3o2)cc1,2,3,1,1,-5,-5,3.2,-3
N#Cc1cnc2c(-c3ccccc3)c(-c3ccccc3)nn2c1N,5,·,18,-1,2,-5,1.4,1
CCC(Sc1nc2cc(OC)c(OC)cc2c(=O)n1CCc1ccc(S(N)(=O)=O)cc1)C(=O)NCCOC (stereo unspecified),5,11,-3,9,0,0,-2.2,2
CC(C)(C)NC(=O)COc1ccccc1C#N,-2,-7,·,-7,-2,-3,1.6,3
O=C1C(Cl)=C(Oc2ccccc2)C(=O)c2ccccc21,·,-40,9,·,18,·,7.4,·
CC(C)[C@H]1CN=C2N(C[C@H](C)NC(=O)CCC3CCCCC3)[C@H](Cc3ccc(O)cc3)CN21,-34,-10,-3,·,2,-6,1.3,2
Cc1ccc(C2=[N+]([O-])C3(CCCCC/C3=N\O)N(O)C2(C)C)o1 (stereo unspecified),·,-5,·,7,-6,6,·,1
C=CCN(CC=C)S(=O)(=O)c1ccc2nc(NC(=O)C(C)C)sc2c1,-128,0,·,·,122*,-2,·,0
O=C(CCS(=O)(=O)c1cccc2nonc12)NCc1ccc(Cl)cc1,·,3,6,7,·,6,-1.3,2
CN(CC(=O)Nc1ccc(F)cc1[N+](=O)[O-])C1CCS(=O)(=O)C1 (stereo unspecified),-6,11,4,-15,-7,4,4.4,-1
CCCNC(=O)Nc1ccc2c(c1)C(=O)N(C)C[C@H](OC)[C@@H](C)CN(C)[C@H](C)CO2,-11,-2,4,4,-20[16.7 µM],1,-1.3,5
Cc1ccc(S(=O)(=O)NC(=O)C2(C)CCN2C(=O)Cc2ccc(C(C)(C)C)cc2)nc1 (stereo unspecified),-31,5,3,-8,-3,-1,3.4,1
CC(C)C(=O)Nc1cccc(NC(=O)c2ccc([N+](=O)[O-])cc2Cl)c1,5,-7,2,8,-4,-1,-0.4,-1
CCN(CC(=O)Nc1ccccc1OC)C(=O)CSCc1ccc(C)cc1,0,-1,-2,-8,-4,-88,2.9,-1
Cc1ccc(NC(=O)c2ccc(S(=O)(=O)N3CCC(C)CC3)cc2)nc1,4,·,-3,-11,·,5,0.5,1
Cc1cccc(S(=O)(=O)N2CC[C@@H]3[C@@H](CO)Nc4ccc(C#Cc5ccccc5F)cc4[C@@H]32)c1,-11,-2,-5,-2,-1[16.7 µM],1,-0.6,12
CC(=O)N1CCCc2cc(S(=O)(=O)N3CCCC(C(=O)NCc4ccccc4Cl)C3)ccc21 (stereo unspecified),1,-11,-4,-1,·,-4,-2.3,11
C[C@@H]1CN([C@H](C)CO)C(=O)c2cc(NC(=O)C3CCCCC3)ccc2O[C@@H](C)CCCCO[C@@H]1CN(C)S(=O)(=O)c1cn(C)cn1,10,·,·,-6,20[16.7 µM],-1,-1.8,-1
COC(=O)C[C@@H]1CC[C@H]2[C@H](COc3ccc(NC(=O)Nc4cccc(C#N)c4)cc3C(=O)N2C)O1,-22,-2,2,-3,6[16.7 µM],2,1.9,43
CCOC(=O)C1(Cc2ccccc2C(F)(F)F)CCN(C(C)COC)CC1 (stereo unspecified),·,-5,8,6,·,·,-0.2,·
Cc1noc(C)c1NC(=O)N(C)C[C@@H]1Oc2ccc(NC(=O)c3ccncc3)cc2C(=O)N([C@H](C)CO)C[C@H]1C,4,7,·,23,6[16.7 µM],11,-2.4,0
CS(=O)(=O)N(CC(=O)NCc1ccccc1Cl)c1cccc([N+](=O)[O-])c1,-7,·,12,0,-3,-2,0.4,-2
COc1ccc(NC(=O)N2CC[C@@H]3[C@H]2c2cc(C4=CCCCC4)ccc2N(C)[C@H]3CO)cc1,?,-1,7,10,-3[16.7 µM],-3,-2.9,1
CCC(C)[C@H](NC(=O)C1CC(=O)N(c2ccc3c(c2)OCO3)C1)C(=O)NC1CCCCC1 (stereo partly specified),2,13,3,12,·,6,-0.7,12

# Some of the entries above, reformatted.
Compound | C2C12 statin | PGC1a acetyl inh | FN deposit inh | GSIS activator | miR122 inh | PglD DTNB | CFTR F508del cor | Cneo AK release
CCN(CC(=O)Nc1ccccc1OC)C(=O)CSCc1ccc(C)cc1 | 0 | -1 | -2 | -8 | -4 | -88 | 2.9 | -1
Cc1ccc(NC(=O)c2ccc(S(=O)(=O)N3CCC(C)CC3)cc2)nc1 | 4 | · | -3 | -11 | · | 5 | 0.5 | 1
Cc1cccc(S(=O)(=O)N2CC[C@@H]3[C@@H](CO)Nc4ccc(C#Cc5ccccc5F)cc4[C@@H]32)c1 | -11 | -2 | -5 | -2 | -1[16.7 µM] | 1 | -0.6 | 12
CC(=O)N1CCCc2cc(S(=O)(=O)N3CCCC(C(=O)NCc4ccccc4Cl)C3)ccc21 (stereo unspecified) | 1 | -11 | -4 | -1 | · | -4 | -2.3 | 11

# New compounds follow.
SMILES,C2C12 statin,PGC1a acetyl inh,FN deposit inh,GSIS activator,miR122 inh,PglD DTNB,CFTR F508del cor,Cneo AK release
COc1ccccc1-c1sc2ccccc2c1-c1ccc(Br)nc1,0,·,-6,-18,·,1,-1.5,1
O=c1[nH]c2ccccc2nc1-c1ccccc1,·,13,-11,4,5,1,-0.2,-1
Brc1cccc(C2CC(c3ccccc3)n3nnnc3N2)c1 (stereo unspecified),10,-9,-5,·,13,0,·,0
C[C@H](CO)N1C[C@H](C)[C@H](CN(C)S(=O)(=O)c2ccccc2)Oc2ccc(NS(=O)(=O)c3ccccc3)cc2C1=O,33,-24,·,-17,-1[16.7 µM],3,0.0,-3
CCN(CC)C(=O)C1=C(C)N(CCCOC)C(=O)C(CC(=O)NCCc2ccccn2)C1 (stereo unspecified),4,-7,6,5,-4,-3,0.8,0
Cc1cc(C)cc(C(O)c2ncc(-c3ccccc3C(F)(F)F)[nH]2)c1 (stereo unspecified),0,-10,3,·,15,-1,-2.5,1
C/C(=N\N=C(/C)c1cccc(N)c1)c1cccc(N)c1,·,-14,-3,·,-3,1,-2.9,0
O=[N+]([O-])c1ccc(S(=O)(=O)N2CCN(C3CCN(Cc4ccccc4)CC3)CC2)cc1,-12,·,-9,20,-6,-4,0.6,0
CCn1c(CSc2nc3ccccc3s2)nnc1SCC(N)=O,-15,·,-7,-3,-3,-4,·,4
CCCC#Cc1cnc2c(c1)C(=O)N([C@H](C)CO)C[C@H](C)[C@H](CN(C)C(=O)c1ccc(F)cc1)O2,9,-8,·,-15,45[16.7 µM],-1,-0.1,0
COc1ccc(NS(=O)(=O)c2cccc(NC(=O)c3cnccn3)c2)cc1Br,·,8,-3,-37,72,-1,-1.0,0
CC(=O)n1cc([C@@H]2C=C(C(=O)N3CCCCCCC3)O[C@H](OCc3ccc(CO)cc3)C2)c2ccccc21,·,-16,·,·,·,-5,2.9,0
COc1ccc(C(=O)C2CCCN(C(=O)Cn3nc(C)cc3C)C2)cc1F (stereo unspecified),6,35,-5,-6,-8,7,0.2,-7
C=CCNC(=O)c1ccc(-c2nc(-c3ccc(Cl)cc3Cl)cs2)cc1,·,-5,-3,·,-1,-5,·,-1
CCOC(=O)C1(C)CCN1C(=O)c1ccc(-c2ccccc2)cc1 (stereo unspecified),-90,-6,3,-9,-1,1,0.7,-2
CN1C(=O)c2cc(NC(=O)c3cccc(F)c3)ccc2OC[C@H]2O[C@H](CC(=O)NCC3CCCCC3)CC[C@H]21,-60&-16,-2&-5,-27&2,-23&-21,-18&-8[16.7 µM],4&7,-3.7&2.1,-1&-6
CCOC(=O)C1CCCN1C(=O)c1ccc(OC)c(Br)c1 (stereo unspecified),21,6,7,7,-6,3,-3.3,2
Cc1cccc(S(=O)(=O)N[C@@H]2CC[C@H](CCNC(=O)Nc3cc(F)ccc3F)O[C@H]2CO)c1,8,6,2,-6,·,-1,2.0,-7
CSc1ncnc2c1ncn2CCCNCC1CCCO1 (stereo unspecified),2,·,2,14,-2,2,-1.8,-1
CSCC(=O)NC1CCCN(C2Cc3ccccc3C2)C1 (stereo unspecified),5,·,-6,0,-4,-1,4.0,2
O=C(Nc1ccnn1C1CCN(Cc2cccnc2)CC1)c1ccccc1Cl,4,·,-2,-11,3,7,5.2,0
CC(=O)N1CCCN(Cc2nc(C3(c4ccc(C)cc4)CCCC3)no2)CC1,·,1,11,6,·,·,2.9,·
CC(C)c1onc(C(=O)N2CCN(C(c3ccccc3)c3ccccc3)CC2)c1[N+](=O)[O-],63,-14,15,-2,-6,1,-3.2,-3
O=S(=O)(c1cccs1)N1CCCCN2[C@H](C1)[C@@H](c1ccc(/C=C/c3ccccc3)cc1)[C@@H]2CO,14,-6,5,11,-6[16.7 µM],0,0.2,11
CCSc1ccc(-c2cc(NC=O)c3ncc(-c4cccc(C(=O)N(C)C)c4)n3c2)cc1,-2,4,3,-26,·,-2,-1.9,1
CCOc1ccccc1OCC(=O)NNC(=O)Cn1cnc2c1c(=O)n(C)c(=O)n2C,3,·,5,19,-2,-3,-0.2,1
COCC(=O)N(C)C[C@@H]1Oc2ncc(C#CC(C)(C)O)cc2C(=O)N([C@H](C)CO)C[C@H]1C,0,6,-9,6,-1[16.7 µM],3,0.6,0
O=C(NCC[C@H]1CC[C@H](NS(=O)(=O)c2ccc(Cl)cc2)[C@@H](CO)O1)Nc1ccc(F)cc1,·,-14,-9,-8,·,·,0.4,·
COc1cc(C(=O)O)ccc1OCC(=O)N1CCOCC1,3,·,·,-3,·,2,·,-3
C[C@H]1CN([C@@H](C)CO)C(=O)Cc2cc(NC(=O)CCC(F)(F)F)ccc2O[C@@H]1CN(C)CC1CCCCC1,28,1,·,6,0[16.7 µM],-1,-1.9,13
CNC[C@H]1Oc2ncc(-c3ccc(OC)cc3)cc2C(=O)N([C@H](C)CO)C[C@H]1C,24,12,-9,17,-3[16.7 µM],·,-0.1,·
COc1ccc(OC)c(NC(=O)Cc2csc(NC(=O)Nc3ccccc3OC)n2)c1,7,-10,1,9,-2,5,-2.1,2
O=C(O)CCC(=O)Nc1ccc(OCC(=O)O)cc1,7,-3,1,·,9,4,·,0
COc1nc(-c2ccncc2)nc2ccccc12,11,2,4,·,12,-6,·,1
Cc1ccc(C(CNC(=O)Nc2ccccc2)N2CCN(C)CC2)cc1 (stereo unspecified),-2,-6,4,0,-1,-1,-0.4,1
CN(Cc1ccccc1)S(=O)(=O)c1ccc2[nH]c(=O)ccc2c1,-10,·,-5,-1,·,-1,-0.5,0
COc1ccc(Cc2n[nH]c(=O)c3ccccc23)cc1OC,·,·,7,·,5,0,·,0
COc1ccc(/C=C/C(=O)OCC(=O)NCc2ccccc2)cc1OC,0,·,4,6,·,-5,2.5,1
